# Compound activity from PubChem BioAssay.
# ADAM17 inh – inhibits human ADAM17; P78536; recombinant ADAM17, EDANS/DABCYL FRET peptide cleavage; inhibition, % at 6.95 µM; 370,000 compounds, 0.83% hits; AID 720648;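 active = inhibition above the mean of compounds lying between control limits plus 3 SD, set per campaign, cut at about 8.5% in these data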;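 note: 0% = DMSO-only wells as the low control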
# DDE Tn6 FP inh – disrupts Tn6 cyclic peptide binding to fibrin D-Dimer-E complex; P02675; Fibrin DD(E) TRITC-Tn6 fluorescence polarization displacement; inhibition, % at 8.3 µM; 370,000 compounds, 0.21% hits; AID 720509;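 active = inhibition above a per-campaign cutoff: mean of compounds within control limits plus 3 SD, cut at about 15% in these data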;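 note: 0% = median of all compound wells on the plate and 100% = blocking peptide control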
# LEDGF integ inh – blocks HIV-1 LEDGF/p75-dependent DNA integration; 370,000 compounds, 0.64% hits; TR-FRET IN-LEDGF/p75 DNA integration, Eu/Cy5; inhibition, % at 3.7 µM;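 active = inhibition above the screen-wide mean plus 3 SD, cut at about 13% in these data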;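 note: signal is the Cy5 over europium emission ratio at 671 and 618 nm; 0% = plate median of compound wells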
# KLK7 zymogen act – activates the human kallikrein-7 zymogen; P49862; purified proKLK7, EDANS-DABCYL substrate fluorescence; 100% is mature enzyme control, 0% vehicle; activation, % at 7 µM; 370,000 compounds, 0.9% hits;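 active = activation above the mean of all tested compounds plus 3 SD, computed per campaign excluding outliers beyond control limits, cut at about 13% in these data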
# Target sequence (P49862 whole entry, looked up): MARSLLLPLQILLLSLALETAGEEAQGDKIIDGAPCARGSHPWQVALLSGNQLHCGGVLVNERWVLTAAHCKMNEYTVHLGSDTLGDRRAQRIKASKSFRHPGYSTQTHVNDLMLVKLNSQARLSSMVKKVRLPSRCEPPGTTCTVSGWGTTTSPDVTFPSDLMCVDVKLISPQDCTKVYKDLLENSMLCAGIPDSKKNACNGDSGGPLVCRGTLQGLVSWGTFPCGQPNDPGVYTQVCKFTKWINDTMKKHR
# ASAP1 inh – blocks human ASAP1-stimulated Arf1 GTP hydrolysis | 360,000 compounds, 0.19% hits | Q9ULH1 | inhibition, % at 16.5 µM | GDP FP detection; in the data active = inhibition above about 25%;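 note: 0% = vehicle with enzyme and substrate and 100% = no enzyme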
# Target sequence (Q9ULH1 325-724 limits assumed): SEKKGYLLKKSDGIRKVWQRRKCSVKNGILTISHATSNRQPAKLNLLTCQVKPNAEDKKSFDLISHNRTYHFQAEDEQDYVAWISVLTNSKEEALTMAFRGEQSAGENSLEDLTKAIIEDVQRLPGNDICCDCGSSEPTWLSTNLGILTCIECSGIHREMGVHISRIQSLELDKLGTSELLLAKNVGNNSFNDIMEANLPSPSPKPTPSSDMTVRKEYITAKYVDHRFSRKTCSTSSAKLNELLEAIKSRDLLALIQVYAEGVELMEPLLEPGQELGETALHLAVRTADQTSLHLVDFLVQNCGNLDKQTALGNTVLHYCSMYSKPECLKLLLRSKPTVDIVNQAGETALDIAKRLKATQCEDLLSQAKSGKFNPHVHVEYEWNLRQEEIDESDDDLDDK
# ADAM10 inh – ADAM10 inhibition, QFRET primary screen | recombinant ADAM10, EDANS/DABCYL FRET peptide cleavage, 3 h | O14672 | inhibition, % at 7 µM | AID 720582 | 370,000 compounds, 0.62% hits;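 active = inhibition above a per-campaign cutoff equal to the mean of compounds falling between control-based bounds plus 3 SD, cut at about 20% in these data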;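 note: 0% = DMSO wells while the 100% control is not disclosed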
# PLCg1 inh – PLC-gamma1 (human) inhibition, primary screen; P19174; purified PLC-gamma1, fluorogenic substrate, fluorescence; inhibition, % at 12.2 µM; 370,000 compounds, 0.84% hits; AID 720700; in the data active = inhibition above about 9.5%
# ARFGAP1 inh – rat ARFGAP1 inhibition; Arfgap1-stimulated ARF1 GTP hydrolysis, GDP FP detection; Q62848; inhibition, % at 16.5 µM; 360,000 compounds, 0.26% hits;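 active = inhibition above a per-plate limit, mean inhibition of low control wells plus 3 SD, cut at about 25% in these data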;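 note: 0% = DMSO wells with enzyme and 100% = wells lacking Arfgap1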
# Target sequence (Q62848 1-136 limits assumed): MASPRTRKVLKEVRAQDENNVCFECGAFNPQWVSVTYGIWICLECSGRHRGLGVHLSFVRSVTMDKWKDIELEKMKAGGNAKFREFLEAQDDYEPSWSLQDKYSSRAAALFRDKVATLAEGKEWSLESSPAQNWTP
#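 material = rat Arfgap1 catalytic domain, aa 1-136 | also added = human ARF1(Δ1-17)-GTP substrate | compound dosing = one concentration, 16.5 µM, DMSO 1.26% | times = GTP hydrolysis reaction 2 h at 25 °C | measured by = FP, GDP Alexa 633 tracer displaced from anti-GDP antibody, 620/688 nm | evaluation = percent inhibition of Arfgap1-stimulated GTP hydrolysis | replication = single well per compound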
# Tn7 DDE FP – DD(E)-Tn7 binding inhibition, primary FP screen; P02675; FP displacement of FITC-Tn7 peptide from fibrin DD(E); 0% = median of compound wells per plate; inhibition, % at 8.3 µM; 370,000 compounds, 0.13% hits;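 active = inhibition above the mean of compounds falling within the control limits plus 3 SD of them, cut at about 14% in these data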;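 note: 0% = plate median of compound wells and 100% = 10 µM Aha-Tn7 peptide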
#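 Assay system: Human clot-derived fibrin DD(E) complex | Buffer or medium: Tris/NaCl/CaCl2 buffer, pH 7.8 | Repeats: One replicate per compound | Benchmarks: Aha-Tn7 high control | Measure: % inhibition scaled between sample-field median and high-control FP | Schedule: 10 min plus 3 h, room temperature | Signal: Fluorescence polarization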
# TDP2 inh – blocks human TDP2 phosphodiesterase activity | recombinant TDP2, T5PNP hydrolysis, p-nitrophenol absorbance 415 nm | inhibition, % at 12.8 µM | 370,000 compounds, 0.34% hits | AID 720702;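 active = inhibition above the mean of all tested compounds plus 3 SD, set per campaign, cut at about 25% in these data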;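 note: 0% = DMSO with enzyme and 100% = buffer with substrate but no TDP2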
#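 Read-out basis: percent inhibition. System: recombinant human TDP2. Buffer or medium: Mg2+-containing Tris-HCl buffer, pH 7.5. Repeats: single replicate. Timing: reaction 2 h, 37 °C. Benchmarks: high control without enzyme, low control DMSO plus TDP2. Probe or stimulus: 5 mM T5PNP. Doses: 12.8 µM only. Measured by: epi absorbance of p-nitrophenol freed from T5PNP by hydrolysis.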
# Numbers without * were called inactive; i = inactive; nt = no result given.
SMILES,ADAM17 inh,DDE Tn6 FP inh,LEDGF integ inh,KLK7 zymogen act,ASAP1 inh,ADAM10 inh,PLCg1 inh,ARFGAP1 inh,Tn7 DDE FP,TDP2 inh
CCOC(=O)/C(C#N)=C/c1ccc(N2CCN(C)CC2)cc1,-5.0,-1.6,-1.2,-0.1,-1.2,-1.3,-2.4,9.7,5.2,1.7
CCOC(=O)c1ccccc1-c1csc(NS(=O)(=O)c2ccc(Cl)cc2)n1,0.8,-2.1,-3.0,0.6,-0.1,5.3,-2.3,-11.8,-4.7,-0.5
OC(COCC1COc2ccccc2O1)CN1CCN(c2ccccn2)CC1 (configuration not stated),-1.5,2.2,-3.0,-0.5,-10.3,-9.1,1.2,-5.5,-0.1,2.3
Cc1ccc(S(=O)(=O)N2CCCCC2)cc1NS(=O)(=O)c1ccccc1F,-5.2,5.0,1.3,-0.5,-3.6,0.1,-1.0,-9.0,5.6,-4.9
CC(C)Cc1[nH]c(=O)c(C#N)c2c1COC(C)(C)C2,-47.5,-5.5,-0.7,-0.9,11.7,-144.2,-11.2,7.1,5.6,3.1
Cc1ccc(NC(=S)N(CCCN2CCOCC2)Cc2ccccn2)cc1,-1.1,-7.3,-3.5,0.2,5.4,-6.8,-0.8,-1.1,-1.5,5.4
Cc1cccc(NC(=O)CSc2nnc(CNC(=O)c3cccs3)o2)c1C,-1.3,3.0,-3.3,0.0,4.9,-5.8,3.2,-0.8,0.8,0.9
C=CCN1C=C2C(=O)C(C)(OC(=O)c3cccs3)C(=O)C=C2C=C1CCCC(=O)OC (configuration not stated),-1.8,1.6,-1.7,0.2,9.8,-7.2,-10.7,0.1,1.0,25.9*
c1csc(-c2noc(CN3CCOCC3)n2)c1,-3.4,9.0,-3.1,0.0,-1.5,0.1,-2.3,0.9,-4.2,11.6
O=C1CN2NC(=S)N(c3ccccc3)C2=CN1c1ccc(Cl)cc1,0.1,2.7,2.5,0.8,3.2,0.7,-1.4,-6.3,2.4,2.6
O=C(CC(c1ccccc1)c1ccccc1O)NCCc1ccccc1 (configuration not stated),-2.6,-7.7,-5.4,0.5,-2.0,6.3,-0.4,-0.5,-3.0,-0.2
Oc1ccc(NCc2cccc(OCc3ccccc3)c2)cc1,-5.6,12.3,15.8*,0.2,-2.4,-4.9,-23.2,-1.0,-4.0,8.5
COc1cccc(C(=O)NC2CCN(CC(=O)NCc3ccccc3OC)CC2)c1,-6.1,-0.5,-1.5,-0.3,5.6,-7.3,-1.4,13.2,-0.4,-6.1
CCCCNC(=O)CNC(=S)N(Cc1ccccc1)Cc1cccs1,0.8,8.3,0.5,0.1,3.1,4.2,-0.9,-2.2,3.1,1.1
C[C@@H]1CCC[C@]2(O[C@H](CCO)C[C@H](O)[C@H]2O)O1,-4.8,2.9,-1.5,-0.2,5.7,-4.0,0.7,1.7,8.4,8.1
CCCCNc1nc2c(-c3ccccc3)nnn2c2ccccc12,-4.5,-4.9,2.7,-1.0,9.2,4.8,-14.2,15.9,1.4,7.9
COCCn1c(-c2ccccc2Cl)nc2c(c(=O)c3ccccc3n2C)c1=O,-2.5,2.5,1.1,-0.1,-2.1,-1.3,-2.3,-2.5,2.3,5.5
COc1ccc(C(=O)NCC(=O)OCCCOC(=O)CNC(=O)c2ccc(OC)c(OC)c2)cc1OC,2.4,2.9,2.7,-0.2,-0.2,-4.4,12.4*,13.5,-8.5,-10.8
CC(=O)c1c(C)oc2ccc(N(C(C)=O)S(=O)(=O)c3ccc(Br)cc3)cc12,-3.1,-5.7,0.7,-0.1,4.0,-0.2,2.3,3.6,-6.3,-16.9
CCOC(=O)C1=C(C)NC(=O)NC1c1cc2c(cc1Br)OCO2 (configuration not stated),2.4,4.8,1.6,-0.5,-7.2,7.1,1.3,2.1,-0.6,-11.8
CCOC(=O)c1c(C)n(C)c2cc(Br)c(C)cc12,5.2,-0.4,8.5,-0.7,6.4,6.3,3.8,-0.4,6.0,-17.6
COc1ccc(OC)c(NC(=O)c2cccc(NC(=O)c3ccco3)c2)c1,-3.2,-8.9,-2.7,0.1,8.0,-11.5,4.1,-1.4,2.7,7.0
COc1ccc(NC(=O)c2ccc(OCC3CCCO3)cc2)cc1Cl (configuration not stated),-7.8,1.0,-5.4,0.0,-9.4,-1.0,2.1,5.1,5.0,8.8
Cc1nc(SCC(=O)N2c3ccccc3NC(=O)CC2C)c2c(C)c(C)sc2n1 (configuration not stated),5.1,-1.2,-1.2,-0.1,13.5,-9.6,-2.1,11.4,2.3,-5.3
O=C(O/N=C/C1=C(Cl)c2ccccc2CC1)c1ccc(F)cc1,-0.2,-1.2,2.9,-0.3,11.1,-1.2,-1.7,-3.6,0.8,-0.1
O=C1CC(=O)N(c2ccccc2)N1c1ccccc1,4.4,1.6,-3.4,-0.7,-8.6,-0.7,0.3,2.3,-1.6,2.4
CCOC(=O)CN1C(=O)C(O)(CC(=O)c2ccco2)c2ccccc21 (configuration not stated),-4.6,9.4,0.7,-1.1,-6.6,0.2,-1.0,-8.6,3.1,-4.0
CC(OC(=O)/C=C/c1ccc(Br)cc1)C(=O)N1CCOCC1 (configuration not stated),-5.8,-3.2,-0.5,-0.1,2.2,-3.5,-1.7,-9.7,8.0,5.4
CCn1cc(/C=C(\NC(=O)c2ccccc2Cl)C(=O)N2CCN(C)CC2)c2ccccc21,-1.4,1.0,-0.7,1.3,3.6,2.1,-1.0,3.0,-0.5,-9.1
O=S(=O)(N1CCCCC1)N1CCN(CC(O)COc2ccc3cc(Br)ccc3c2)CC1 (configuration not stated),-0.1,-3.0,1.9,-0.2,-11.5,7.8,0.8,-6.3,-2.2,-3.4
Cc1ccc(CNC(=O)C(=O)c2cn(CC(=O)N3CCCC3)c3ccccc23)cc1,0.6,2.8,-3.7,0.0,-3.1,7.7,0.5,-1.4,4.2,-1.4
CCn1c(=O)[nH]c2cc(C(=O)Nc3cc(C)cc(C)c3)ccc2c1=O,-1.5,-11.1,2.2,-0.1,7.8,-5.8,1.7,-0.9,-2.5,-4.6
CCCOc1ccc(Cn2c(=O)oc3ccc(C)cc32)cc1,-4.1,8.7,0.8,0.2,2.2,3.7,0.9,-4.5,4.3,4.7
CCOC(=O)c1c(NC(=O)CNCCOC)sc2c1CCCC2,-5.6,-8.4,0.1,-1.6,6.4,-8.7,-3.5,-0.9,-0.5,-5.3
CCN(CC)C(=O)COCc1cc(-c2ccc3c(c2)OCO3)on1,-3.9,-0.3,-2.1,-0.3,-0.5,-4.0,-1.2,-1.8,1.2,12.0
Cc1ccc(CN2CCC2(C)C(=O)NC2CCc3ccccc32)cc1 (configuration not stated),-1.6,-5.5,1.5,-0.1,11.2,-0.2,0.3,4.7,2.0,-2.9
Cc1ccc(OCc2ccc(C(=O)NNC(=S)NCC3CCCO3)o2)c([N+](=O)[O-])c1 (configuration not stated),-0.1,6.0,-0.7,-0.2,16.1,4.9,-0.5,11.6,2.3,8.3
COc1cc(C)nc(NS(=O)(=O)c2ccccc2Cl)n1,5.0,3.8,-1.2,0.1,12.3,-4.2,-0.3,-3.6,-5.3,1.1
O=C(COC(=O)c1cccc(N2C(=O)c3ccccc3C2=O)c1)Nc1ccccc1,-1.3,9.5,1.8,-0.7,-5.1,-7.2,-0.9,1.4,-0.8,-3.2
CCOC(=O)c1sc(-c2ccc(OC)cc2)cc1NC(C)=O,-236.2,3.7,-1.6,-17.7,9.1,i,-70.8,-1.8,3.2,8.3
CC(C)Cn1c(N)c(C=O)c(=O)n(C)c1=O,2.4,1.0,2.6,0.0,9.4,-0.8,4.6,2.8,-3.4,-4.0
COc1cccc(CN(C)CC(=O)NC(=O)NCc2ccccc2)c1,-5.4,5.2,-3.7,0.1,-3.3,0.7,0.1,-5.4,6.5,4.2
COc1cc(NC(=O)CN2C(=O)CN(C)C2=O)c(C)cc1[N+](=O)[O-],-3.4,2.2,-3.4,0.0,-8.1,-3.0,-0.4,6.7,1.2,18.1
O=c1[nH]c(COc2ccc(Br)cc2Cl)nc2ccccc12,-3.4,4.1,-8.3,-0.9,3.9,-14.7,-9.4,-2.5,1.7,-15.4
CCOC(=O)CNC(=O)c1cnc(Nc2ccccc2OC)c2ccccc12,-12.3,1.8,-6.1,-0.3,-9.9,6.1,-25.4,12.0,2.8,-14.9

# Reprinted at random: 3 entries already listed, in no set order.
SMILES,ADAM17 inh,DDE Tn6 FP inh,LEDGF integ inh,KLK7 zymogen act,ASAP1 inh,ADAM10 inh,PLCg1 inh,ARFGAP1 inh,Tn7 DDE FP,TDP2 inh
COc1cc(C)nc(NS(=O)(=O)c2ccccc2Cl)n1,5.0,3.8,-1.2,0.1,12.3,-4.2,-0.3,-3.6,-5.3,1.1
C[C@@H]1CCC[C@]2(O[C@H](CCO)C[C@H](O)[C@H]2O)O1,-4.8,2.9,-1.5,-0.2,5.7,-4.0,0.7,1.7,8.4,8.1
Cc1ccc(CN2CCC2(C)C(=O)NC2CCc3ccccc32)cc1 (configuration not stated),-1.6,-5.5,1.5,-0.1,11.2,-0.2,0.3,4.7,2.0,-2.9

# Next structures follow:
SMILES,ADAM17 inh,DDE Tn6 FP inh,LEDGF integ inh,KLK7 zymogen act,ASAP1 inh,ADAM10 inh,PLCg1 inh,ARFGAP1 inh,Tn7 DDE FP,TDP2 inh
CCCCOC(=O)Nc1ccc(C(N)=O)cc1,1.7,4.0,0.4,-0.2,-12.2,1.9,-0.3,-2.5,1.7,-2.1
CCC(CO)Nc1cccc2c1S(=O)(=O)N(Cc1cn(Cc3cccc(F)c3)nn1)Cc1ccccc1O2 (configuration not stated),-2.4,-10.0,0.8,0.1,nt,-14.9,-0.5,nt,-7.8,-2.7
Cc1cc(NC(=O)Cn2cnc3sccc3c2=O)no1,-2.3,-0.1,1.0,0.1,-4.5,-1.8,-1.0,-10.4,-0.5,-6.5
COc1ccc(CNS(=O)(=O)c2ccc(-n3cnnn3)c(C)c2)cc1,1.3,-1.1,1.4,-0.1,-11.8,3.5,2.6,7.2,-0.6,5.1
NS(=O)(=O)c1ccc(NC(=O)N2c3ccccc3Sc3ccccc32)cc1,0.0,2.3,-0.2,-0.1,6.5,3.1,-6.0,-14.6,-5.9,-1.6
CCCCNC(=O)C1c2ccccc2C(=O)N(c2ccc(OC)cc2)C1c1ccc(OC)cc1 (configuration not stated),-0.9,4.6,-2.9,0.2,-1.4,-0.5,0.8,-4.3,3.9,2.4
COC(=O)NNC(=O)C1CCC(C)CC1 (configuration not stated),0.6,2.2,1.5,0.2,1.8,-4.5,2.2,4.7,0.8,-0.3
COCc1cccc(-c2csc(C(O)c3ccccc3)n2)c1 (configuration not stated),0.9,0.0,-2.7,-0.2,8.5,-15.8,5.7,1.8,-3.1,-4.2
